Bioassay records as filed in PubChem.
CBFb-RUNX1 inh: inhibitors of human CBF-beta and RUNX1 interaction. Q01196+Q13951. AlphaScreen CBFb-His/RUNX1-biotin binding, biochemical. Potency, µM (doses to about 59.8 µM), for the others: at the highest dose activity, negative = inhibition, usual class: inhibitors. 230,000 tested, under 10 active; also: % of control where 0% means no effect
Target sequence (Q01196 whole entry, looked up): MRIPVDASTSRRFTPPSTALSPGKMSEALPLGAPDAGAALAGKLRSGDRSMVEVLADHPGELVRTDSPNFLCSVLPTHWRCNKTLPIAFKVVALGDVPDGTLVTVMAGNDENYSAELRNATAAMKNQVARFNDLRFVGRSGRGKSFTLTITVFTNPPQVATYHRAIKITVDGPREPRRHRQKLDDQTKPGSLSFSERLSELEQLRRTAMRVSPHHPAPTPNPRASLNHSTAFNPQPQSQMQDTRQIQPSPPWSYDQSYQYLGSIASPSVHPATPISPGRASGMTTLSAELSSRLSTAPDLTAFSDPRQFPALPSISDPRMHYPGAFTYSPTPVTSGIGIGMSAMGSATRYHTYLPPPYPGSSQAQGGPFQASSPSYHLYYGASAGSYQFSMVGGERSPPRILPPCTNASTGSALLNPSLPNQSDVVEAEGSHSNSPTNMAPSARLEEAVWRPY
Target sequence (Q13951 whole entry, looked up): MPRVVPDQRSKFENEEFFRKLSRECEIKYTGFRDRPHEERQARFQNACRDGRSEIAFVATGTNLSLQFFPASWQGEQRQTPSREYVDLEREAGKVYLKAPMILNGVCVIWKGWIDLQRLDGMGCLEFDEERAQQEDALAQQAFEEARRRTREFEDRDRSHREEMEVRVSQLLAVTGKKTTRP
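Interaction loss through any mechanism counts as activity. Pre-formed complex of His-CBF-beta and biotin-RUNX1 (30 nM apiece) is incubated with compound 15 min, then with 50 ng nickel and 50 ng streptavidin beads for 90 min before AlphaScreen detection.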
IMPase Li cell: IMPase inhibition in cells with lithium potentiation; CHO-M1 cells, IP1 TR-FRET (IP-One), carbachol + lithium; Potency, µM (series often up to 59.4 µM), for the others: at the highest dose activity, negative = IMPase inhibition, hits mostly inhibitors; hit rate 0.35% among 210,000;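 also: IP1 builds up when IMPase is blocked and the TR-FRET signal falls; potency is read from the fitted curve at half-maximal effect; plate controls were basal vehicle for no effect and high inhibitor control for full effect; nearly all actives have a fitted effect of over 50% in size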
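IP1 accumulation measured by competitive TR-FRET in lysed CHO-M1 cells after 30 min compound exposure at 37C, with a small lithium addition to potentiate weak responses. Hill-equation AC50 from ratio and donor-channel data.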
GLA spleen mod: alpha-galactosidase A (human) modulation; human spleen homogenate, 4MU-alpha-Gal fluorescence, 40 min; Potency, µM (titrated, usually from 80 µM), for the others: at the highest dose activity change, negative = inhibition, most hits filed as inhibitors; hit rate 0.008% among 240,000; P06280;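 also: potency is read from the fitted curve at half-maximal effect; 0% = enzyme with vehicle and -100% = no enzyme basal signal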
Target sequence (P06280 32-429 limits assumed): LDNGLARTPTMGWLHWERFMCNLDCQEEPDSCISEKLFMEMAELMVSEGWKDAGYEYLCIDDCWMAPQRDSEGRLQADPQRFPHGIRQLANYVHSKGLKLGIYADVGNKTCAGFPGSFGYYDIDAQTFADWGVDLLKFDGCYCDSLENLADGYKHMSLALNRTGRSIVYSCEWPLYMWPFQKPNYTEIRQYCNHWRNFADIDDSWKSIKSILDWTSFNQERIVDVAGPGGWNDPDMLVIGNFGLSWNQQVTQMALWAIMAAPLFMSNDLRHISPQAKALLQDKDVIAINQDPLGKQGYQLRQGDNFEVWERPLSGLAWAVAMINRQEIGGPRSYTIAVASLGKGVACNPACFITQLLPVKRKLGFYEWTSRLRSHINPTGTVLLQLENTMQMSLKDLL
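Inhibition or activation of alpha-galactosidase in human spleen homogenate is scored by 4-MU fluorescence after 40 min at 37C, pH 5.0, with 1 mM substrate. AC50s come from concentration-response fitted to the Hill equation.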
Epigenetic derep: epigenetic control regulation, reporter derepression; murine LDR cells, GFP reporter derepression, 30 h; AID 1865; hit rate 0.2% among 280,000; Potency, µM (highest dose often 53.9 µM), inactives show top-dose GFP activation, most hits filed as activators; also: potency is read from the fitted curve at half-maximal effect; % of control where 0% means no effect; nearly all actives have a fitted effect of over 60% in size
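Readout is the number of GFP-expressing murine LDR cells, counted by cytometry following washing. Cells were treated with compound for 30 h at 37 C; the stably integrated CMV-GFP locus is normally silent.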
KinaseGlo FLuc: Kinase-Glo luciferase inhibition (counter-screen); Q27757; Kinase-Glo luciferase, ATP luminescence, 8 min; Potency, µM (top dose mostly 38.3 µM), inactives show at the top dose activity change, negative = inhibition, hits mostly inhibitors; hit rate 0.28% among 200,000; also: potency is read from the fitted curve at half-maximal effect; % is scaled to controls: 0 for no effect and ±100 for the full control effect; nearly all actives have a fitted effect of over 60% in size
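Inhibition of Kinase-Glo luciferase light generation was assessed at 10 uM ATP in pH 7.2 imidazole buffer, with luminescence measured after eight minutes at ambient temperature.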
Lamin A splicing: modulators of lamin A splicing. HeLa LMNA splicing GFP/RFP minigene ratio, 48 h. Potency, µM (top dose mostly 46.1 µM), without a hit: at the highest dose ratio change, negative = inhibition, hits mostly inhibitors. hit rate 0.01% among 200,000. AID 1487; active = well fitted inhibition curve with a large enough effect in the signal ratio, with a control signal flat, not every such curve was filed as active; inconclusive = small, poorly fitted or top-dose-only effect, or effect the other way, or a change in a side signal; the % refers to the signal ratio; also: potency is read from the fitted curve at half-maximal effect; % is scaled to controls: 0 for no effect and ±100 for the full control effect
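S3 HeLa cells stably expressing lamin A-EGFP splicing minigene plus DsRed2, 600 cells/well, 48 h compound exposure at 37C. Laser-scanning cytometry; analysed as GFP (500-530 nm)/RFP (575-640 nm) total intensity ratio; 0.5% DMSO vehicle.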
NPSR antag: blocks cAMP signaling of the human neuropeptide S receptor. CHO-NPSR cells, cAMP TR-FRET, antagonist mode. Potency, µM (series often up to 38.3 µM), without a hit: at the top dose activity change, negative = inhibition, most hits filed as inhibitors. hit rate 1% among 220,000; also: potency is read from the fitted curve at half-maximal effect; % is scaled to controls: 0 for no effect and ±100 for the full control effect; nearly all actives have a fitted effect of over 50% in size; many of its hits are not listed in these tables
Active calls of the source: *; ? = inconclusive; · = no result given; & = joins results of further samples; [ ] = another dose, or the depositor's remark. Unless noted, calls follow the shape of the dose curve; as a rule, active = well fitted curve in the direction sought with a large enough effect; inconclusive = small, poorly fitted or top-dose-only effect, or another doubt; inactive = no such curve, though single readings can be large; an effect the other way counts as inactive or inconclusive. Some of the compounds tested (hit frequency here may not be typical).

SMILES	CBFb-RUNX1 inh	IMPase Li cell	GLA spleen mod	Epigenetic derep	KinaseGlo FLuc	Lamin A splicing	NPSR antag
O=C(Nc1ccccc1F)C1CCN(C(=O)Cc2ccccc2)CC1	0%	29%[38.3 µM]	7%	-0.1%	1%	3%	10%[46.1 µM]
COc1ccc(-c2nc(CN3CCN(c4cc(C)nc(C)c4)CC3)c(C)o2)c2ccccc12	4%	-6%	11%	3.3%	-2%	5%[46 µM]	-12%
NCCc1nnc(SCc2ccccc2Cl)o1	5%	·	2%	0.5%	·	·	34%
COc1ccc(C2CC(=O)C=C(NNS(=O)(=O)c3ccc(C)cc3)C2)cc1 (stereo not given)	-4%	3%	-3%	-1.1%	5%	-8%	4%
CCCOC(=O)c1ccc(-c2ccc(C=O)o2)cc1	8%	-10%	1%	-0.9%	-2%	8%	-10%
CCC(C(=O)NCc1cccnc1)c1ccccc1 (stereo not given)	1%	13%	2%	0.0%	-1%	?	2%
COC(=O)c1ccccc1NS(=O)(=O)c1ccc(Cl)nc1	-6%	4%	0%	-7.9%	-1%	?	4%
Cc1nc(N2CCOCC2)c2nc(-c3ccccc3)n(CC(C)(C)CN(C)C)c2n1	11%	-7%	6%	1.1%	0%	·	·
Cc1ccccc1CSc1nnc(-c2ccccn2)n1C	-7%	·	7%	-0.7%	·	·	52%
CCN(CC)CCNC(=O)c1ccccn1	-1%	8%[38.3 µM]	-1%	2.2%	3%	6%[0.0737 µM]	2%[46.1 µM]
O=C(OC(C(=O)NC1CCCC1)c1ccccn1)c1cccs1 (stereo not given)	-4%	-1%[38.3 µM]	-10%	-0.4%	-5%	-12%	8%[46.1 µM]
CC(C(=O)NN)n1nnc(N2CCOCC2)n1 (stereo not given)	7%	·	-6%	-2.1%	·	·	-5%
CCn1c(SCc2nc3ccccc3[nH]2)nnc1-c1ccncc1	-2%	25%[38.3 µM]	-2%	-1.1%	4%	-14%	-4%[46.1 µM]
CCOCCCNC(=O)c1c[nH]c2cc(OC)ccc2c1=O	8%	3%	-1%	1.1%	1%	2%[46 µM]	-5%
O=C(CC1SC(=NCc2ccccc2)NC1=O)Nc1ccccc1 (stereo not given)	7%	-8%	-3%	6.1%	-2%	1%	12%
COCC(=O)OCC(=O)N1N=C(c2ccc(Cl)cc2)CC1c1ccco1 (stereo not given)	14%	12%	-4%	-2.8%	-2%	-4%[46 µM]	1%
Cn1c(SCC(=O)Nc2ccccc2)nnc1-c1ccc(NC(=O)CCc2ccccc2)cc1	7%	4%	-3%	1.2%	0%	-11%	-4%[46.1 µM]
Cc1ccc(C2CN(c3ccccc3)CC2C(=O)c2ccc(F)cc2)cc1 (stereo not given)	-7%	1%[38.3 µM]	-2%	2.3%	-1%	-5%	-16%[46.1 µM]
O=C(/C=C/c1cc([N+](=O)[O-])ccc1OC(F)F)Nc1cccc2ccccc12	1%	7%	-4%	0.0%	0%	0%	-24%[46.1 µM]
O=C(COC(=O)c1cnccn1)c1cccc([N+](=O)[O-])c1	-3%	·	8%	1.0%	·	·	17%
O=C(CSCc1ccccc1)N1CCN(c2ccccc2)CC1	-1%	2%	3%	-0.9%	0%	?	-6%
COC(=O)c1nn(Cc2ccccc2)c(=O)c2ccccc12	-8%	0%	-15%	-1.9%	-4%	2%	-1%
Cc1ccc(S(=O)(=O)N2Cc3ccccc3CC2C(=O)Nc2ccc3c(c2)OCO3)cc1 (stereo not given)	-29%	6%[38.3 µM]	2%	2.0%	-3%	-12%	-25%[46.1 µM]
CN(C)C(=O)Cn1c(SCC(=O)NCc2ccc3c(c2)OCO3)nc2ccccc21	11%	-9%	2%	-1.0%	0%	-8%	-6%[46.1 µM]
Nc1ccccc1SCc1c(Cl)cccc1Cl	8%	·	-4%	2.0%	·	·	23%

Further results:
SMILES	CBFb-RUNX1 inh	IMPase Li cell	GLA spleen mod	Epigenetic derep	KinaseGlo FLuc	Lamin A splicing	NPSR antag
CCOC(=O)c1cnc2c(-c3ccccc3OC)c(C)nn2c1C	3%	0%	4%	2.2%	-2%	-3%[46 µM]	-21%
O=C(Nc1ccccc1)N1CC[C@@]2(CCCN(C(=O)c3ccco3)C2)C1	·	-5%	0%	·	-13%	·	·
Cc1ccc(N2C(=O)CC(N3CCN(C4CCc5ccccc5C4)CC3)C2=O)cc1 (stereo not given)	-2%	11%[38.3 µM]	-8%	-1.1%	0%	?	7%[46.1 µM]
CCCC1=NN(C(=O)CCc2ccccc2O)C(O)(C(F)(F)F)C1 (stereo not given)	1%	1%	2%	1.0%	0%	0%	-13%
COc1cc(OC)cc(C(=O)N[C@H](C(=O)NCCc2c[nH]c3ccccc23)C(C)C)c1	7%	9%	-5%	1.1%	-2%	·	-9%
COC(=O)c1ccc(C(=O)OC)c(NC(=S)N2CCN(c3cccc(Cl)c3)CC2)c1	-18%	16%	2%	1.1%	1%	-13%	-10%
COCCn1c(=N)c(C(=O)NCc2ccco2)cc2c(=O)n3cc(C)ccc3nc21	-1%	15%	17%	1.0%&0.3%	-1%	·	-4%
O=C(Cc1cccs1)Nc1ccc(-c2nc3ccccc3[nH]2)cc1	4%	10%[38.3 µM]	7%	0.0%	-18%	5%	-6%[46.1 µM]
COc1cc(OC)c(-c2nc3ccccc3s2)cc1OC	12%	3%	?	3.1%	-2%	7%[46 µM]	27%
CC(n1cnnn1)C12CC3CC(CC(C3)C1)C2 (stereo not given)	9%	-1%[38.3 µM]	15%	-1.1%	-2%	13%	-7%[46.1 µM]
COc1ccc(CNC(=O)CSc2nnnn2Cc2ccccc2)cc1	1%	-5%[38.3 µM]	5%	-0.7%	11%	?	-11%[46.1 µM]
CN(/N=C/C=C/c1ccccc1)C1=NS(=O)(=O)c2ccccc21	4%	-4%	-6%	-0.1%	-1%	-1%	-51%
COc1ccccc1NC(=O)Cc1c(F)cccc1Cl	4%	8%	-1%	0.0%	2%	-12%	-13%[46.1 µM]
CCn1cc(Cl)c(C(=O)Nc2nc3ccccc3n2CCN2CCCCC2)n1	-8%	4%[38.3 µM]	-3%	-2.2%	5%	1%	3%[46.1 µM]
CC(C)n1nnnc1SCC(=O)NCc1ccc2c(c1)OCO2	1%	-20%[38.3 µM]	1%	0.9%	4%	1%	11%[46.1 µM]
CC(=O)Nc1ccc(S(=O)(=O)N(CCCN2CCOCC2)Cc2cccs2)cc1	8%	-10%	-15%	1.3%	4%	·	0%
Cc1ccc(Cl)cc1NC1=C/C(=N\S(=O)(=O)c2cccs2)c2ccccc2C1=O	·	37%[activator][38.3 µM]	8%	0.0%	-23%	?	?
CC(C)CCn1nnnc1C(c1ccc(F)cc1)N1CCN(C(=O)c2ccco2)CC1 (stereo not given)	7%	19%[38.3 µM]	-13%	0.0%	-1%	-1%	-29%[46.1 µM]
Cc1cc(C)c2c3c(sc2n1)C1(CCSCC1)C(C#N)=C(N)O3	?	23%	1%	-1.0%	2%	-4%	-8%
CCCCc1nc2ccccc2c(NC(=O)CN2CCN(C)CC2)c1CCC	3%	10%	-25%	-4.8%	2%	?	15%
COc1ccc(Cl)cc1NC(=O)CN1CCC(n2nnc3cc(F)ccc32)CC1	4%	4%[38.3 µM]	8%	0.0%	-1%	11%	2%[46.1 µM]
Cc1noc(C)c1COc1cccc(C(=O)Nc2ccc(C#N)cc2)c1	13%	6%[38.3 µM]	-1%	-1.1%	0%	-17%	-17%[46.1 µM]
CCn1c(SCC(=O)Nc2cc(C)on2)nnc1-c1ccc(S(=O)(=O)N2CCN(C)CC2)cc1	1%	5%[38.3 µM]	4%	1.4%	-4%	2%	7%[46.1 µM]
COc1ccc(-c2noc(-c3cccnc3)n2)cc1OC	3%	4%	0%	-0.1%	-12%	8%[46 µM]	10%
CCOCCNC(=O)c1ccc2c3c(cccc13)CC2	3%	?	-1%	-4.2%	5%	9%	-13%[46.1 µM]

A draw from above in order of SMILES length, smallest number first:
SMILES	CBFb-RUNX1 inh	IMPase Li cell	GLA spleen mod	Epigenetic derep	KinaseGlo FLuc	Lamin A splicing	NPSR antag
CC(C)n1nnnc1SCC(=O)NCc1ccc2c(c1)OCO2	1%	-20%[38.3 µM]	1%	0.9%	4%	1%	11%[46.1 µM]
Cc1noc(C)c1COc1cccc(C(=O)Nc2ccc(C#N)cc2)c1	13%	6%[38.3 µM]	-1%	-1.1%	0%	-17%	-17%[46.1 µM]
COc1cc(OC)cc(C(=O)N[C@H](C(=O)NCCc2c[nH]c3ccccc23)C(C)C)c1	7%	9%	-5%	1.1%	-2%	·	-9%

Rewritten field by field: part of the list above.
molecule: O=C(Nc1ccccc1)N1CC[C@@]2(CCCN(C(=O)c3ccco3)C2)C1
  CBFb-RUNX1 inh: · | IMPase Li cell: -5% | GLA spleen mod: 0% | Epigenetic derep: · | KinaseGlo FLuc: -13% | Lamin A splicing: · | NPSR antag: ·

molecule: Cc1ccc(N2C(=O)CC(N3CCN(C4CCc5ccccc5C4)CC3)C2=O)cc1 (stereo not given)
  CBFb-RUNX1 inh: -2% | IMPase Li cell: 11%[38.3 µM] | GLA spleen mod: -8% | Epigenetic derep: -1.1% | KinaseGlo FLuc: 0% | Lamin A splicing: ? | NPSR antag: 7%[46.1 µM]

molecule: CCCC1=NN(C(=O)CCc2ccccc2O)C(O)(C(F)(F)F)C1 (stereo not given)
  CBFb-RUNX1 inh: 1% | IMPase Li cell: 1% | GLA spleen mod: 2% | Epigenetic derep: 1.0% | KinaseGlo FLuc: 0% | Lamin A splicing: 0% | NPSR antag: -13%

molecule: COc1cc(OC)cc(C(=O)N[C@H](C(=O)NCCc2c[nH]c3ccccc23)C(C)C)c1
  CBFb-RUNX1 inh: 7% | IMPase Li cell: 9% | GLA spleen mod: -5% | Epigenetic derep: 1.1% | KinaseGlo FLuc: -2% | Lamin A splicing: · | NPSR antag: -9%

Next results:
SMILES	CBFb-RUNX1 inh	IMPase Li cell	GLA spleen mod	Epigenetic derep	KinaseGlo FLuc	Lamin A splicing	NPSR antag
N#CC1=C(N)C(C#N)(C#N)[C@H](c2c(F)cccc2F)[C@H]2CC3(CC=C12)OCCO3	?	19%[38.3 µM]	-3%	?	0%	?	-1%[46.1 µM]
CCN1/C(=C2\C(=O)N(C)C(=S)N2C)C=Cc2cc(C)ccc21	-20%	52%[activator]	4%	0.0%	?	-4%	-50%
COCCN=C1Sc2nc3c(C)cccc3cc2CN1Cc1ccco1	-4%	-16%[38.3 µM]	3%	0.0%	-1%	?	-18%[46.1 µM]
C=CCn1c(NCCO)nc2sc3c(c2c1=O)CCC3	5%	12%[38.3 µM]	4%	0.0%	1%	-21%	-2%[46.1 µM]
CC(C)C(=O)N1CCN(c2ccc(NC(=O)c3ccc([N+](=O)[O-])o3)cc2Cl)CC1	1%	-1%	2%	?	0%	-24%[46 µM]	3.2µM*
COCc1cc(C)nc2sc(C(=O)NCCO)c(-n3cccc3)c12	-1%	-2%	-3%	1.0%	-5%	·	14%
